PfGluPho inh = PfG6PD (Plasmodium falciparum) enzyme inhibition | PfGluPho enzyme, NADPH resazurin-diaphorase fluorescence | inhibition, % at 20 µM | hit rate 0.78% among 350,000 | AID 504690;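 active = inhibition reaching at least a set limit at 20 µM in the primary screen, cut at about 59% in these data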;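 also: 0% = DMSO wells with substrate and 100% = DMSO wells lacking glucose-6-phosphate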
NR3A LBD binder = modulates the human NR3A ligand-binding domain; NR3A LBD differential scanning fluorimetry, Tm shift; 0% = protein alone, 100% = glycine-bound protein; Tm shift relative to glycine control, % at 25 µM; hit rate 2.5% among 340,000; AID 1259313;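 active = melting temperature shift of at least 10% of the positive control shift, at one fixed dose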
hIAP activ = increases human intestinal alkaline phosphatase activity. hit rate 0.16% among 330,000. P09923. purified human IAP, CDP-Star luminescence, 30 min; active compounds read high; 1 = vehicle-only enzyme, 0 = enzyme-free background. activation factor at 10 µM;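 active = activation factor of the enzyme at least 2-fold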; also: the source names both 10 and 20 µM as test concentration; values of inactives mirror those of a sister screen read the other way
Target sequence (P09923 whole entry, looked up): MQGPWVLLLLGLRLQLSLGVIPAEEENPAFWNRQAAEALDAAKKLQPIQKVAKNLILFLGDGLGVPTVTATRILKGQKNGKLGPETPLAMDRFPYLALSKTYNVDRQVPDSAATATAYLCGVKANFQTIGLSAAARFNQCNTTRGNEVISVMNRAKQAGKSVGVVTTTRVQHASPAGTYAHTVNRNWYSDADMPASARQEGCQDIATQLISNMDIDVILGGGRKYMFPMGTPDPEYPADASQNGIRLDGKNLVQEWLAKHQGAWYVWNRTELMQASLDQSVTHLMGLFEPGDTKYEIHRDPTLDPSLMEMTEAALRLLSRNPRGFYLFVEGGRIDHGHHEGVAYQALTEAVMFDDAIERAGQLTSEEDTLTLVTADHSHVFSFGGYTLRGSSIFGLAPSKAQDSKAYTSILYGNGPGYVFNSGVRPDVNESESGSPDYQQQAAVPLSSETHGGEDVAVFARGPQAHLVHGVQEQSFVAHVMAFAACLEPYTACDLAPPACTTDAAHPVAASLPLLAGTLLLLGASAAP
SENP1 inh = blocks the human SENP1 SUMO protease catalytic domain; recombinant SENP1 catalytic domain, CyPet-SUMO1-YPet FRET cleavage; inhibition, % at 10 µM; hit rate 0.21% among 360,000;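 active = inhibition at least 30% at 10 µM, raw YFP signal under a set limit, fluorescence ratio 0.5 to 1.5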;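 also: 0% = enzyme with DMSO and 100% = no enzyme wells; some results filed as inactive read as strong as hits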
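Material: hSENP1 catalytic domain, recombinant; medium: Tris pH 8 with BME, BSA, NP40 and catalase; compound: single concentration of 10 µM compound, 0.5% DMSO final; technique: FRET read of cyan and yellow fluorescence; timing: 50 min enzyme reaction, room temperature, light-protected; reagent: SFCypet-SUMO1-SFYpet substrate at 25 nM; control set: no-enzyme low, enzyme-DMSO high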
MPTP block = blocks calcium-induced mitochondrial swelling; inhibition, % at 10 µM; isolated mouse mitochondria, Ca2+ swelling absorbance, 30 min; hit rate 1.4% among 360,000;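 active = inhibition of 50% or more, scaled per plate between neutral and stimulator controls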;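 also: 0% = DMSO wells given calcium and 100% = 1 mM EGTA wells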
SENP8 inh = SENP8 (human) protease inhibition; Q96LD8; hit rate 0.64% among 360,000; recombinant SENP8, Nedd8 substrate fluorescence; inhibition, % at 20 µM; AID 602440; in the data active = inhibition mostly above about 40%, no sharp cut-off; inactive = mostly below about 27%
ATG4B inhibitor = blocks human ATG4B protease cleavage of LC3 substrate. Q9Y4P1. ATG4B cleavage of LC3-PLA2, NBD-HPC fluorescence, 1 h. inhibition, % at 8.33 µM. hit rate 0.51% among 340,000; in the data active = inhibition above about 40%
SENP6 inh = SENP6 protease inhibition. Recombinant SENP6 catalytic domain, aminoluciferin luminescence. inhibition, % at 10 µM. hit rate 1.8% among 330,000. AID 2599;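 active = inhibition above about 50% at the single tested dose, limit read from the data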;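 also: plate controls were DMSO wells with enzyme for no effect and DMSO wells lacking enzyme for full effect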
Target sequence (Q9GZR1 628-1112 limits assumed): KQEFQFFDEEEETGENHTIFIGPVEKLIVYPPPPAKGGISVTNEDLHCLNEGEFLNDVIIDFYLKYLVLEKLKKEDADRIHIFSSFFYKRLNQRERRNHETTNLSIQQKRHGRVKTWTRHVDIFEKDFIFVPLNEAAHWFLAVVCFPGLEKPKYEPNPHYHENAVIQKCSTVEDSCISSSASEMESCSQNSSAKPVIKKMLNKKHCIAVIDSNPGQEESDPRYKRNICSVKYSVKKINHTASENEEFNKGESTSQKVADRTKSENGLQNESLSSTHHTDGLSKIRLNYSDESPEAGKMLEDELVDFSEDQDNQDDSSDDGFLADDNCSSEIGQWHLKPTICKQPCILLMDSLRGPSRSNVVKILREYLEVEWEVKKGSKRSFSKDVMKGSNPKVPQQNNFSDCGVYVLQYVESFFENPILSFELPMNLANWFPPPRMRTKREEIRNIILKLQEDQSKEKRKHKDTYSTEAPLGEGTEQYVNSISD
* marks the source's active call; other numbers are inactive results; i = inactive; . = not tested or not shown.

Values in the order: PfGluPho inh	NR3A LBD binder	hIAP activ	SENP1 inh	MPTP block	SENP8 inh	ATG4B inhibitor	SENP6 inh
CC(C)C(=O)NC(c1ccc(Cl)cc1Cl)c1ccc2cccnc2c1O (stereo not given)
→ 5	-6	1.1	2	2.5	16	-1	3
COc1ccccc1N1CCN(C(=O)CN2C(=O)c3cccc4cccc(c34)C2=O)CC1
→ -1	1	0.93	0	-2.3	-17	-18	-10
Cc1ccc(NC(=O)c2cc(CC(C)C)nc3ccccc23)cc1
→ 15	1	0.85	2	0.6	12	0	-9
COc1ccc(/C=N/NC(=O)CCN2CCN(c3ccccc3)CC2)c(OC)c1OC
→ -3	0	1	-1	0.0	11	-8	11
Cc1ccc(CN(Cc2ccccn2)C(=O)Nc2c(F)cccc2F)cc1
→ 0	1	1.1	0	0.0	12	-5	-6
C/C(CCc1ccc2c(c1)OCO2)=N\N=C1\NC(=O)CC(C(=O)Nc2ccccc2)S1 (stereo not given)
→ -3	-4	0.95	-1	-0.7	16	4	7
O=C(Nc1cc2c3c(c1)CC(=O)N3CCC2)c1ccco1
→ 6	1	0.99	-2	-0.8	4	-11	-9
O=C(Cc1ccccc1)N/N=C/c1cccc([N+](=O)[O-])c1
→ 23	1	0.85	2	2.2	14	-4	2
COc1ccc(Cl)cc1C(=O)C1CCCN(Cc2cnc(N3CCOCC3)s2)C1 (stereo not given)
→ 11	0	1.1	1	-2.1	2	2	-9
CCOCC(=O)N1CCCC(C(=O)OCC)C1 (stereo not given)
→ 10	0	0.87	2	-4.5	12	-2	-3
CCN1CCN(C(=O)CN(C)S(=O)(=O)c2cc(C)ccc2OC)CC1
→ -11	-2	0.89	1	-1.6	3	10	3
Cc1ccc(-c2nc(-c3ccncc3)no2)c(C)c1
→ 4	4	1.2	0	-2.1	7	8	50
Cc1cccc(NC(=O)Cn2c(=O)oc3ccccc32)n1
→ -18	1	0.93	3	0.3	5	4	-5
COc1ccc(C2NCCO2)cc1OC (stereo not given)
→ -10	2	0.99	2	-0.5	27	3	-6
Cc1ccc(C)n1NC(=O)c1ccc(Cl)cc1
→ 1	-3	1.2	-1	-3.1	25	-1	10
O=C(CCC(=O)NNC(=O)COc1ccccc1)NCc1ccccc1
→ -9	1	1.1	-1	-1.8	12	2	1
COc1ccc(C2CC(c3ccccc3Cl)Nc3ncnn32)cc1OC (stereo not given)
→ -20	0	0.98	1	-0.5	13	5	-11
C=CCC[C@@H](Cc1ccc(F)cc1)C(=O)OC[C@H]1CCCN1C(=O)[C@@H](CC=C)CC(=O)N[C@H](CO)Cc1ccccc1
→ 19	-4	1.1	1	1.6	9	-27	2
CC1CCCCC1N=C1NC(C)(C)CS1 (stereo not given)
→ 5	0	1.1	1	0.0	22	-6	-29
c1ccc(COc2ccc(OCCCn3cncn3)cc2)cc1
→ -10	1	0.97	-2	3.4	24	-12	73*
CN(Cc1cnn(C)c1)Cc1nc(-c2ccc(Cl)cc2)no1
→ 14	0	1	1	-0.6	17	-7	12
COC(=O)C(C(=O)OC)C(c1ccccc1)C(C(=O)c1ccccc1)[N+](=O)[O-] (stereo not given)
→ 10	1	1.3	-1	1.4	11	-5	-8
O=C(O)C1C2CCC(O2)C1C(=O)Nc1cnn(Cc2ccccc2)c1 (stereo not given)
→ 4	2	0.94	2	-1.2	10	-6	6
Cc1cc(C)cc(NC(=O)C2(c3cccs3)CCOCC2)c1
→ 1	-1	1.1	-2	-0.7	13	-4	0
CC1(c2ccccc2)NC(=O)N(CC(=O)N2CCN(S(=O)(=O)c3ccccc3[N+](=O)[O-])CC2)C1=O (stereo not given)
→ 0	2	1	1	-1.3	7	0	12
Clc1ccc(-c2ccnc(Oc3ccc4ccccc4c3)n2)cc1
→ -19	-5	0.81	3	-3.3	11	2	-11
CCNC(=O)CC1C(=O)N(c2ccccc2)C(=O)N1CCC(C)C (stereo not given)
→ -16	-5	0.87	5	-0.9	20	1	2
CC(C)CN1CCN(Cc2cccn2-c2ccc(Cl)cn2)CC1CCO (stereo not given)
→ -10	-2	0.9	-12	3.8	-35	12	8
CC(C)NC(=O)CSc1nc(Cc2cccs2)nc2ccccc12
→ -2	0	0.84	-8	1.3	2	-2	4
COC(=O)c1ccccc1S(=O)(=O)N1CCC(C(=O)NC2CCCCC2C)CC1 (stereo not given)
→ 4	3	0.95	0	-1.3	6	-10	13
O=C(Nc1sc2c(c1C(=O)NCCCO)CCCC2)c1ccccc1
→ 27	0	0.91	-4	-0.3	-109	-7	8
O=C(NCCN1C(=O)S/C(=C\c2cccs2)C1=O)c1ccco1
→ 6	0	1.1	0	4.6	3	-8	-12
CCN(CC)CCNC(=O)c1cn(CC)c2ccc(S(=O)(=O)N(C)C)cc2c1=O
→ -10	-1	0.9	-1	0.2	12	4	7
Cc1c(C(=O)O)oc2c1ccc1ccccc12
→ 1	0	1.1	-1	-1.1	-14	-8	-6
NS(=O)(=O)c1cc(C(=O)OCC(=O)N2CCOCC2)ccc1Cl
→ 9	1	0.95	2	0.1	11	-9	9
Cn1c(=O)c2c(ncn2CC(COCc2ccccc2Cl)OCc2ccccc2Cl)n(C)c1=O (stereo not given)
→ -6	0	1.1	4	1.6	7	-7	4
O=C(CCSCCC(=O)NN=Cc1ccccc1)NN=Cc1ccccc1
→ 72*	-9	.	2	-3.8	15	6	.
O=C1NC(=O)C2C1C(c1ccccc1)N1C3C(=O)NC(=O)C3C(c3ccccc3)N21 (stereo not given)
→ -7	2	0.97	2	-0.8	14	-4	3
Cn1nnnc1SCc1cc(=O)[nH]c2ccccc12
→ 20	1	0.85	0	-2.7	11	-7	-14
CCN(C(=O)CN1CCN(c2ccc(O)cc2)CC1)c1c(N)n(Cc2ccccc2)c(=O)[nH]c1=O
→ 73*	-1	0.99	2	0.5	25	-6	-3
Cc1c(F)cccc1NC(=O)CCCCCC1NC(=O)NC1C (stereo not given)
→ -3	1	1.2	1	-0.1	15	6	-2
COc1ccc(C2=NOC(C(=O)Nc3cccnc3)C2)cc1OC (stereo not given)
→ -7	0	0.98	0	5.1	8	3	0
CC(C)(C)OC(=O)C[C@@H]1C/C=C\C[C@H](CC(=O)NCCO)C(=O)N[C@@H](Cc2ccccc2)COC1=O
→ 1	-1	0.87	5	-1.5	2	-8	-17
Cc1ccc(CNC(=O)C2CCCN(c3nc4ccccc4o3)C2)cc1 (stereo not given)
→ -1	-2	1.1	4	-1.2	14	-10	-10
O=C(CN1CCCCCC1)Nc1ccccc1
→ -13	-2	0.96	-1	-1.8	22	14	-12
CC(C)N(Cc1ccccc1)C(=S)Nc1cccnc1
→ 5	2	0.84	2	0.2	9	0	8
Cc1ccc(NS(=O)(=O)N2CCOCC2)cc1Cl
→ -5	1	1.1	1	0.7	6	1	-19
CCC(=O)N(CCc1ccc(S(N)(=O)=O)cc1)C1CC(=O)N(c2ccc(OC)cc2)C1=O (stereo not given)
→ -15	-2	1.1	0	-0.2	19	-9	-2
Cc1cc(=O)oc2cc(O)cc(OCc3ccccc3)c12
→ 47	1	.	-95	78*	i	-4	.
COc1cccc(-n2nnnc2SCC(=O)Nc2ccc(C(C)=O)cc2)c1
→ -1	-3	0.8	0	1.4	23	-4	-8
COc1ccc(-c2cn3c(C)c(C(=O)NC(C)(C)C)sc3n2)cc1
→ 29	-3	1	0	-1.5	-8	-23	-4
CCOc1ccc(NCc2cccn2-c2nnc(N3CCC(C(=O)NCCCN4CCCCC4)CC3)s2)cc1
→ 14	-3	0.97	2	-2.4	16	-3	5
O=S(=O)(Cc1ccccc1)C1CCCCC1O (stereo not given)
→ 3	0	0.93	-1	4.4	16	-14	-7
O=C(N/N=C/c1ccc(F)cc1)c1ccccc1
→ 11	-17	0.97	1	-3.5	7	-5	-7
O=C(C=Cc1ccccc1)c1ccc([N+](=O)[O-])cc1
→ 55	0	.	2	-1.7	8	-7	.
CC1CCCCN1S(=O)(=O)c1cn(C)c(=O)n(C)c1=O (stereo not given)
→ -11	-4	0.97	1	1.0	21	4	5
COc1cccc(NC(=O)COc2ncnc3sc(C)c(C)c23)c1
→ -15	-2	1	1	3.2	30	1	-8
CCOc1ccc(S(=O)(=O)N2CCCCC2)cc1NC(=O)C1CCC1
→ -13	0	1.1	0	0.2	4	0	-5
CCCCS(=O)(=O)N1CCN(S(=O)(=O)c2cccs2)CC1
→ 8	0	1.1	-1	0.8	10	1	-6
O=C(CN1C(=O)C2C3C=CC(C3)C2C1=O)Nc1nc2ccccc2[nH]1 (stereo not given)
→ -12	1	1.2	-2	-3.5	18	1	7

Copied from the entries so far (eleven entries):
Values in the order: PfGluPho inh	NR3A LBD binder	hIAP activ	SENP1 inh	MPTP block	SENP8 inh	ATG4B inhibitor	SENP6 inh
COc1cccc(-n2nnnc2SCC(=O)Nc2ccc(C(C)=O)cc2)c1
→ -1	-3	0.8	0	1.4	23	-4	-8
COc1ccc(-c2cn3c(C)c(C(=O)NC(C)(C)C)sc3n2)cc1
→ 29	-3	1	0	-1.5	-8	-23	-4
CCOc1ccc(NCc2cccn2-c2nnc(N3CCC(C(=O)NCCCN4CCCCC4)CC3)s2)cc1
→ 14	-3	0.97	2	-2.4	16	-3	5
O=S(=O)(Cc1ccccc1)C1CCCCC1O (stereo not given)
→ 3	0	0.93	-1	4.4	16	-14	-7
O=C(N/N=C/c1ccc(F)cc1)c1ccccc1
→ 11	-17	0.97	1	-3.5	7	-5	-7
O=C(C=Cc1ccccc1)c1ccc([N+](=O)[O-])cc1
→ 55	0	.	2	-1.7	8	-7	.
CC1CCCCN1S(=O)(=O)c1cn(C)c(=O)n(C)c1=O (stereo not given)
→ -11	-4	0.97	1	1.0	21	4	5
COc1cccc(NC(=O)COc2ncnc3sc(C)c(C)c23)c1
→ -15	-2	1	1	3.2	30	1	-8
CCOc1ccc(S(=O)(=O)N2CCCCC2)cc1NC(=O)C1CCC1
→ -13	0	1.1	0	0.2	4	0	-5
CCCCS(=O)(=O)N1CCN(S(=O)(=O)c2cccs2)CC1
→ 8	0	1.1	-1	0.8	10	1	-6
O=C(CN1C(=O)C2C3C=CC(C3)C2C1=O)Nc1nc2ccccc2[nH]1 (stereo not given)
→ -12	1	1.2	-2	-3.5	18	1	7

Later entries
Values in the order: PfGluPho inh	NR3A LBD binder	hIAP activ	SENP1 inh	MPTP block	SENP8 inh	ATG4B inhibitor	SENP6 inh
CCOC(=O)c1ccc[n+](CC(=O)Nc2cc(C(F)(F)F)ccc2Cl)c1
→ -17	-1	0.95	0	-4.6	-10	7	-13
Cn1nc(CC(=O)Nc2ccc3c(c2)CCC3)c2ccccc2c1=O
→ 1	0	0.99	-2	95*	2	-7	-12
O=C(CN1C(=O)/C(=C/c2ccc(F)cc2)SC1=S)N1CCN(CCc2ccccn2)CC1
→ 0	-2	1.1	13	1.9	24	-7	-15
CCN1CCN(C2=NC(=O)/C(=C/c3ccc(C)o3)S2)CC1
→ 18	0	1	1	0.4	-21	-2	-19
COc1cccc(CN2CC(C(=O)N(C)Cc3nc4ccc(F)cc4[nH]3)CCC2=O)c1 (stereo not given)
→ 1	-1	1.1	2	-0.6	2	-1	-4
CN(CC(=O)Nc1ccc(Cl)cc1)C(=O)c1ccc(S(=O)(=O)Nc2ccccc2)cc1
→ -4	-3	0.88	-3	0.4	13	-5	-10

Bioassay records as filed in PubChem BioAssay.
